FUS yeast rescue = FUS proteinopathy suppression in yeast; S. cerevisiae FUS-expressing, growth rescue, OD600, 24 h; Potency, µM (highest dose often 76.6 µM), for the others: at the top dose growth rescue (activation), hits mostly activators; actives 0.24% (n = 390,000);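 also: plate controls were DMSO vehicle for no effect and reference control for full effect; nearly all actives have a fitted effect of over 55% in size; some results filed as inactive show a strong effect at the top dose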
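Compound concentration series was pinned onto galactose-induced FUS-expressing yeast seeded at OD 0.005. Plates sat 24hr at 30C; absorbance at 600 nm gave growth. DMSO served as background control.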
PTHR1 ag = PTHR1 (human) receptor agonism; Q03431; HEK293 GP2 PTHR1 cells, GloSensor cAMP luminescence, 1 h; Potency, µM (series often up to 115 µM), inactives show at the top dose activation, actives largely listed as activators; actives 0.075% (n = 410,000); AID 743266; also: nearly all actives have a fitted effect of over 55% in size; some results filed as inactive show a strong effect at the top dose; inactives centre near -15; many of its hits are not listed in these tables
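HEK-293-derived GP2 cells expressing PTHR1 and a GloSensor cAMP reporter, 3,000/well, plated overnight, given luciferin plus IBMX (each 0.5 mM as added) for 1 h at 37 °C, then compound for 1 h at 37 °C. Luminescence was read after 15 min at room temperature.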
EPAC2 agonist = activates human EPAC2 exchange factor | Q8WZA2 | actives 0.079% (n = 360,000) | EPAC2 activation, biochemical qHTS; response scale: 100% = 6.5 mM cAMP response | Potency, µM (doses to about 154 µM), for the others: at the top dose activation, actives largely listed as activators | AID 720711; also: nearly all actives have a fitted effect of over 50% in size
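Compounds were titrated in qHTS against a Rap1B-BODIPY-GDP (250 nM) complex with EPAC2 (100 nM) and GDP (50 uM). BODIPY-GDP release tracked at 480/540 nm over 30 min at room temperature, normalized to 6.5 mM cAMP.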
EPAC2 antagonist = EPAC2 (human) antagonism. actives 0.18% (n = 360,000). Potency, µM (series often up to 114 µM), for the others: at the highest dose activity, negative = inhibition, actives largely listed as inhibitors. EPAC2 GEF exchange of Rap1B-BODIPY-GDP, fluorescence. Q8WZA2; also: % is scaled to controls: 0 for no effect and ±100 for the full control effect; nearly all actives have a fitted effect of over 45% in size; many of its hits are not listed in these tables
EPAC1 ag = agonists of human EPAC1. Potency, µM (top dose mostly 154 µM), for inactives: top-dose activation, hits mostly activators. actives 0.073% (n = 360,000). O95398. EPAC1 agonist qHTS, biochemical assay; response scale: 100% = response to 6.5 mM cAMP; also: nearly all actives have a fitted effect of over 60% in size
Target sequence (O95398 whole entry, looked up): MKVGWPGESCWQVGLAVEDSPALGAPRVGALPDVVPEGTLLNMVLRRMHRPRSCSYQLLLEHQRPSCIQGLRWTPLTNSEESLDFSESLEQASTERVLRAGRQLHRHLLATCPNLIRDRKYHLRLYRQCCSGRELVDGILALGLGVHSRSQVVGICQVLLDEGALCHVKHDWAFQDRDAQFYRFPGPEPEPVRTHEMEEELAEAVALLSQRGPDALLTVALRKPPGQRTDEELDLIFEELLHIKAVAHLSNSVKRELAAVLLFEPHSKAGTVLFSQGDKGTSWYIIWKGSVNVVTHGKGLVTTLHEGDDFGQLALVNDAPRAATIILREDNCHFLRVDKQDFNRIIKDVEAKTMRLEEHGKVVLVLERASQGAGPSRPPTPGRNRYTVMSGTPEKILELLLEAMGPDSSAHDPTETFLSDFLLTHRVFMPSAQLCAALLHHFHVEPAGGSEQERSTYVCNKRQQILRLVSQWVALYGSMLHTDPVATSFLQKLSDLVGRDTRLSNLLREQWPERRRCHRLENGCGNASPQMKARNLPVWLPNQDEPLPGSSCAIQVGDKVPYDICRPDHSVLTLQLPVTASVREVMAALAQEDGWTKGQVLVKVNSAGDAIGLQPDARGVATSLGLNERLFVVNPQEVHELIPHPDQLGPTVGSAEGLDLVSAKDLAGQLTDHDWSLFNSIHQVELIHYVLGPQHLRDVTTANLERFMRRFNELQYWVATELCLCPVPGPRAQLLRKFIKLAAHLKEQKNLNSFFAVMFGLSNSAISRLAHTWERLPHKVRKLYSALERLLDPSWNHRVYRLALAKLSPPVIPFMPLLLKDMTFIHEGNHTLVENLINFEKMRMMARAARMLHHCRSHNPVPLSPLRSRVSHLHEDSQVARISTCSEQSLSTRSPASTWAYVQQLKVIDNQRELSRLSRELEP
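EPAC1 100 nM, Rap1B–BODIPY-GDP 250 nM, unlabeled GDP 50 uM; compound titration; 5 min RT; kinetic read ex480/em540 at 5-min intervals ×30 min; data normalized to 6.5 mM cAMP agonist control.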
TDP-43 yeast inh = TDP-43 toxicity inhibition in yeast | actives 1.8% (n = 410,000) | Potency, µM (highest dose often 46.1 µM), without a hit: top-dose growth rescue (activation), most hits filed as activators | TDP-43 expressing yeast growth rescue, BacTiter-Glo, 24 h; also: % of control where 0% means no effect; nearly all actives have a fitted effect of over 50% in size
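Galactose-induced TDP-43 yeast, OD600=0.02, compound pinned; 24 hr, 30 deg C; BacTiter-Glo luminescence for growth. Inhibitors of TDP-43 toxicity read as activators.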
EPAC1 antagonist = EPAC1 (human) antagonism; O95398; EPAC1 GEF assay, Rap1b-BODIPY-GDP exchange fluorescence; Potency, µM (highest dose often 115 µM), inactives show at the highest dose activity change, negative = inhibition, actives largely listed as inhibitors; actives 0.14% (n = 360,000); AID 720709;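 also: plate controls were vehicle for no effect and positive control for full effect; nearly all actives have a fitted effect of over 50% in size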
aSyn rescue = rescues yeast growth from alpha-synuclein toxicity; AID 652106; Yeast expressing alpha-synuclein, growth rescue, BacTiter-Glo, 24 h; actives 0.14% (n = 370,000); Potency, µM (titrated, usually from 46.1 µM), for inactives: at the highest dose growth rescue (activation), hits mostly activators; also: % of control where 0% means no effect; nearly all actives have a fitted effect of over 65% in size
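Screening used galactose-induced yeast with toxic alpha-synuclein levels, exposed to compound for 24 hr at 30 deg C. Cell growth, read with BacTiter-Glo luminescence, gave the measured signal.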
Starred values were filed as active, the others as inactive; i = inactive; ? = inconclusive; / = no result given; [ ] = remark or other dose. Calls follow the shape of the dose curve; as a rule, active = well fitted curve in the direction sought with a large enough effect; inconclusive = small, poorly fitted or top-dose-only effect, or another doubt; inactive = no such curve, though single readings can be large; an effect the other way counts as inactive or inconclusive. Potency is read from the fitted curve at half-maximal effect. A portion of the library, so the mix of outcomes need not match the whole.

The line under a structure holds: FUS yeast rescue	PTHR1 ag	EPAC2 agonist	EPAC2 antagonist	EPAC1 ag	TDP-43 yeast inh	EPAC1 antagonist	aSyn rescue
(1) CC1=C(C#N)C(c2cccnc2)C2=C(N1)c1ccccc1C2=O (configuration not stated)
→ 15%	i	19%	-5%	6%	-15%	2%	-6%
(2) Cc1cc(C)nc(SCC(=O)c2ccc(F)cc2)n1
→ -6%	i	-1%	-23%	-6%	18%	0%	4%
(3) COC(=O)c1cc(NS(=O)(=O)c2ccc(C(C)C)cc2)ccc1N1CCOCC1
→ 19%	-38%[inhibitor]	-1%	-7%	-2%	10%	-10%	8%
(4) COC(=O)c1cnc(NNS(=O)(=O)c2ccc(C(F)(F)F)cc2)nc1C(F)(F)F
→ 8%	-5%	2%	-14%	-10%	4%	-17%	-7%
(5) COc1ccc(C=NCCC2(O)CC(C)N(C)CC2C)cc1 (configuration not stated)
→ 26%	i	10%	-3%	2%	-17%	0%	-3%
(6) Cc1cc(NC(=O)COc2cccnc2[N+](=O)[O-])no1
→ 2%	i	-13%	-2%	1%	2%	16%	4%
(7) CC1CCN(Cc2nc(Cl)c3c4c(sc3n2)CCC4)CC1
→ -31%	-17%	6%	-2%	-4%	-8%	-11%	3%
(8) COc1ccccc1N=Nc1c(C)[nH]n(-c2ccccc2)c1=O
→ -19%	-8%	9%	9%	18%	-11%	-16%	-5%
(9) Cc1ccc(N(C)S(=O)(=O)c2ccc(-c3ccc(=O)[nH]n3)s2)cc1C
→ -4%	-25%	10%	7%	-9%	-3%	7%	1%
(10) O=C(CCN1C(=O)c2ccccc2C1=O)Nc1ccc(F)cc1
→ -18%	i	7%	4%	-4%	3%	6%	4%
(11) CC(=O)NC(CC(C)C)C(=O)NC(CO)C(=O)NC(CCC(=O)O)C(=O)NC(C)C(=O)NC(CC(C)C)C(N)=O (configuration not stated)
→ -11%	15%	7%	46%[activator]	5%	-14%	-3%	-1%
(12) CC1CCC(C(C)C)C(OCC(O)CN2CCCC(C)C2)C1 (configuration not stated)
→ 14%	4%	6%	-1%	-4%	-33%[inhibitor]	-26%	-3%
(13) COc1ccc(C2C(C(=O)c3sc(C)nc3C)=C(O)C(=O)N2CCN(C)C)cc1 (configuration not stated)
→ -4%	-13%[57.5 µM]	-10%	4%	-15%	9%	4%	-14%
(14) CCn1c(SCc2nc3ccccc3c(=O)[nH]2)nnc1-c1cccnc1
→ 0%	-3%[57.5 µM]	0%	-1%	4%	-9%	3%	0%
(15) COC(=O)c1cccc(NC(=S)N2CCOCC2)c1
→ 13%	i	6%	4%	9%	10%	9%	-1%
(16) Cc1nc(CSc2ccc(Cl)cc2)cs1
→ 10%	-26%	8%	-12%	1%	19%	-12%	-3%
(17) Cc1oc(-c2ccccc2Cl)nc1CS(=O)CC(=O)NC1CC1 (configuration not stated)
→ -25%	i	13%	13%	-12%	6%	-3%	0%
(18) Cc1nc(-c2ccc(Cl)cc2)sc1C1(C)CC(c2ccccc2F)=NO1 (configuration not stated)
→ -15%	-4%	7%	2%	-12%	6%	-3%	8%
(19) CCSc1nc2ccccc2n1C(=O)c1ccc(S(=O)(=O)N2CCCCCC2)cc1
→ /	-10%	16%	2%	6%	13%	4%	9%
(20) CCc1ccc(N2C(=O)CC(N(CC3CCCO3)C(=O)/C=C/C(=O)O)C2=O)cc1 (configuration not stated)
→ 11%	i	7%	-8%	1%	1%	-7%	0%
(21) CC(Oc1ccc(Br)cc1)C(=O)Nc1cc(Cl)ccc1N1CCN(C)CC1 (configuration not stated)
→ 2%	i	19%	-22%	4%	-6%	-5%	4%
(22) Cc1noc(C)c1COC(=O)c1ccc(F)c(S(=O)(=O)N2CCCCC2)c1
→ 31%	-42%[inhibitor]	10%	1%	-3%	5%	-24%	6%
(23) Cc1ccc(Cn2c(C(C)Nc3nc(-c4ccc(Cl)c([N+](=O)[O-])c4)cs3)nc3cc(C(F)(F)F)ccc32)cc1 (configuration not stated)
→ 20%	-41%[inhibitor]	2%	4%	-21%	29%	-7%	4%
(24) O=C(CSc1nnnn1-c1cccc2c1CCCC2)NC1CCCC1
→ 10%	i	8%	13%	1%	28%	7%	16%
(25) CCOc1ccc2c(c1)C(C)=CC(C)(C)N2
→ -1%	i	4%	-23%	-19%	2%	2%	25%
(26) COc1ccccc1Nc1nc(-c2sc(NC(=O)c3ccccc3)nc2C)cs1
→ 41%	11%	4%	16%	2%	2%	31%[activator]	-5%
(27) COC(=O)c1ccc2c(c1)N(CC(=O)Nc1ccc(OC)c(Cl)c1)C(=O)c1ccccc1S2
→ -5%	19%	/	/	/	12%	/	0%
(28) CCOC(=O)c1c(NC(=O)COc2ccccc2)sc(C(C)=O)c1C
→ -6%	i	/	/	/	?	/	0%
(29) CN1CCCN=C1/C=C/c1cccs1
→ /	?	17%	0%	10%	-14%	8%	-6%
(30) CCNC(=O)NC(=O)C(C)On1nnc2ccc(S(=O)(=O)N(CC)CC)cc21 (configuration not stated)
→ /	-30%	-4%	-1%	-2%	0%	-22%	6%

An excerpt from above in order of count of non-hydrogen atoms, smallest number first:
The line under a structure holds: FUS yeast rescue	PTHR1 ag	EPAC2 agonist	EPAC2 antagonist	EPAC1 ag	TDP-43 yeast inh	EPAC1 antagonist	aSyn rescue
(28) CCOC(=O)c1c(NC(=O)COc2ccccc2)sc(C(C)=O)c1C
→ -6%	i	/	/	/	?	/	0%
(20) CCc1ccc(N2C(=O)CC(N(CC3CCCO3)C(=O)/C=C/C(=O)O)C2=O)cc1 (configuration not stated)
→ 11%	i	7%	-8%	1%	1%	-7%	0%
(27) COC(=O)c1ccc2c(c1)N(CC(=O)Nc1ccc(OC)c(Cl)c1)C(=O)c1ccccc1S2
→ -5%	19%	/	/	/	12%	/	0%

Following part.
The line under a structure holds: FUS yeast rescue	PTHR1 ag	EPAC2 agonist	EPAC2 antagonist	EPAC1 ag	TDP-43 yeast inh	EPAC1 antagonist	aSyn rescue
(31) COCCN(C(=O)C(F)(F)F)C(C(=O)NC1CCCCC1)c1ccco1 (configuration not stated)
→ -2%	i	-1%	7%	0%	13%	3%	-11%
(32) COc1ccc2cc(C3CC(c4ccco4)=NN3C(=O)CCC(=O)O)c(Cl)nc2c1 (configuration not stated)
→ ?	i	13%	-2%	4%	2%	-21%	-3%
(33) Cc1ccc(S(=O)(=O)N(C)Cc2nc(-c3ccncc3)no2)cc1
→ 13%	-11%	-2%	5%	-7%	?	6%	11%
(34) O=C1CC(NS(=O)(=O)c2ccccc2F)CN1c1ccc2c(c1)OCCO2 (configuration not stated)
→ -2%	-2%	-1%	9%	3%	?	10%	5%
(35) CC1CCCCN1C(=O)CSc1nnc(-c2ccco2)o1 (configuration not stated)
→ 35%	6%	11%	3%	-3%	-2%	-27%	-4%
(36) C=CCN(c1ccc(OC)cc1)S(=O)(=O)c1ccc(Cl)c(C(=O)OCC(=O)NC2CC2)c1
→ 28%	-10%	6%	-8%	5%	-17%	-5%	-1%
(37) N#CC1=C(N)Oc2cc(N)ccc2C1C1CC=CCC1 (configuration not stated)
→ 24%	-28%	0%	2%	4%	?	-2%	-10%
(38) CC(C)N1CCC1(C)C(=O)Nc1ccc(-n2cccc2)cc1 (configuration not stated)
→ -18%	i	17%	-9%	1%	-14%	9%	0%
(39) CC(C)(C)c1ccc(CC(=O)N2CCC2(C)C(=O)NS(=O)(=O)c2ccc3c(c2)CCO3)cc1 (configuration not stated)
→ 28%	i	0%	2%	-2%	?	0%	0%
(40) O=C(CN(Cc1ccccc1C(F)(F)F)C(=O)CNC(=O)c1ccco1)NC1CCCC1
→ 36%	-2%[57.5 µM]	-11%	-3%	12%	-9%	-9%	7%
(41) COCc1c(Br)c(C)nc2sc3c(=O)[nH]nnc3c12
→ 5%	?	0%	-18%	-3%	-21%	14%	19%
(42) Cc1[nH]c2ccccc2c1/C=C(\C#N)C(=O)NCC1CCCO1 (configuration not stated)
→ -1%	-33%[inhibitor]	2%	14%	3%	6%	-18%	2%
(43) Cc1cc(OC(=O)c2ccccc2[N+](=O)[O-])c([N+](=O)[O-])c(=O)[nH]1
→ -10%	-16%	4%	-5%	-10%	-1%	-4%	-5%
(44) O=C1CCN(Cc2ccccc2)C(=S)N1
→ -14%	-10%	8%	4%	-3%	-5%	-8%	-15%
(45) COc1ccc(CN(CC(=O)NC2CCCC2)C(=O)CCC(=O)Nc2cc(C)on2)cc1
→ 19%	-22%	7%	-2%	5%	-4%	2%	-1%
(46) CCC(CC)C(=O)NCCCCc1ccccc1
→ /	-14%	9%	1%	2%	19%	-1%	14%
(47) O=C(NCc1ccco1)C12CC3CC(C1)CC(C(=O)NCc1ccco1)(C3)C2
→ 27%	-15%[57.5 µM]	13%	-3%	8%	-16%	10%	0%
(48) COc1ccnc2c1c(=O)n(Cc1c(F)cccc1Cl)c(=O)n2C
→ -3%	i	-4%	-1%	7%	?	-32%	1%
(49) Cc1cc(C)n(-c2ccc(C(=O)N3CCN(S(=O)(=O)c4ccc(C(C)C)cc4)CC3)cc2)n1
→ 26%	-30%[inhibitor]	11%	-19%	7%	?	?	?
(50) CN(C)S(=O)(=O)n1ccnc1
→ 15%	-19%[57.5 µM]	9%	11%	6%	-23%	6%	-15%
(51) Cc1ccc(-c2nnc(SCC(=O)N3CCCC3)o2)cc1C
→ ?	-1%	-20%	-1%	-1%	-5%	16%	-7%
(52) Cc1c(O)ccc2cc(S(=O)(=O)c3ccccc3)c(=O)oc12
→ 10%	-26%	4%	21%	1%	-14%	3%	-8%
(53) Nc1cccc(C(=O)N/N=C/c2ccsc2)c1
→ 40%	i	7%	5%	-6%	-8%	-26%	2%
(54) Cc1cc(C(=O)Nc2ccccc2C(=O)O)ccc1NC(=O)COc1cccc(C)c1C
→ 5%	i	-2%	18%	11%	-2%	-9%	-1%
(55) Cc1ccccc1-c1cc(C(=O)n2cccn2)c2cc(Cl)ccc2n1
→ 32%	-2%[57.5 µM]	-5%	8%	-4%	4%	9%	-6%
(56) COC(=O)c1c(NC(=O)c2ccccc2)sc(Cc2ccccc2)c1C
→ 25%	i	3%	-5%	9%	22%	-3%	1%
(57) COc1ccc(C2=NN(CCC(=O)NCc3ccc4c(c3)OCO4)C(=O)CC2)cc1
→ /	i	13%	4%	-6%	5%	-22%	1%
(58) CC1CN(C(=O)c2ccc(S(=O)(=O)Nc3ccccc3Cl)cc2)CC(C)O1 (configuration not stated)
→ /	i	-1%	-4%	0%	?	5%	7%
